HT1080 IDH1KD tx: qHTS for induction of synthetic lethality in tumor cells producing 2HG: qHTS for the HT-1080-IDH1KD cell line; HT-1080 IDH1 knockdown viability, ATP luminescence, 48 h; Potency, µM (series often up to 46.1 µM), for the others: at the highest dose activity, negative = toxicity, usual class: cytotoxic; hit rate 2% among 360,000;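 further: potency means the concentration at half of the fitted maximal effect; 0% = DMSO wells and -100% = cell-free medium wells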
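Viability of IDH1-knockdown HT-1080 fibrosarcoma cells was assessed by CellTiter-Glo after 48 h at 37 °C with titrated compound; concentration-effect curves were classified by fit quality and response size.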
KB-3-1 cytotox: qHTS assay for MDR1-selective chemotherapeutics: Primary screen using the parental adenocarcinoma cell KB-3-1 | KB-3-1 viability, CellTiter-Glo ATP luminescence, 72 h | Potency, µM (series often up to 46.1 µM), for inactives: at the highest dose activity change, negative = cytotoxic, most hits filed as cytotoxic | hit rate 1.4% among 400,000; further: potency means the concentration at half of the fitted maximal effect; on the % scale 0 is the no-effect control and ±100 the full control effect; nearly all actives have a fitted effect of over 60% in size
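Here the drug-naive KB-3-1 line serves as comparator for MDR sub-line selectivity; cells received compound titrations, 72 h at 37 °C, then CellTiter-Glo readout.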
WRN helicase inh: qHTS for Inhibitors of WRN Helicase | Bifunctional 3'-5' exonuclease/ATP-dependent helicase WRN (Homo sapiens), Q14191 | WRN helicase unwinding, fluorescent forked duplex, kinetic | Potency, µM (series often up to 114 µM), inactives show at the highest dose activity change, negative = inhibition, usual class: inhibitors | hit rate 0.46% among 360,000 | AID 651768, 2012; further: potency means the concentration at half of the fitted maximal effect; on the % scale 0 is the no-effect control and ±100 the full control effect; nearly all actives have a fitted effect of over 55% in size
Target sequence (Q14191 whole entry, looked up): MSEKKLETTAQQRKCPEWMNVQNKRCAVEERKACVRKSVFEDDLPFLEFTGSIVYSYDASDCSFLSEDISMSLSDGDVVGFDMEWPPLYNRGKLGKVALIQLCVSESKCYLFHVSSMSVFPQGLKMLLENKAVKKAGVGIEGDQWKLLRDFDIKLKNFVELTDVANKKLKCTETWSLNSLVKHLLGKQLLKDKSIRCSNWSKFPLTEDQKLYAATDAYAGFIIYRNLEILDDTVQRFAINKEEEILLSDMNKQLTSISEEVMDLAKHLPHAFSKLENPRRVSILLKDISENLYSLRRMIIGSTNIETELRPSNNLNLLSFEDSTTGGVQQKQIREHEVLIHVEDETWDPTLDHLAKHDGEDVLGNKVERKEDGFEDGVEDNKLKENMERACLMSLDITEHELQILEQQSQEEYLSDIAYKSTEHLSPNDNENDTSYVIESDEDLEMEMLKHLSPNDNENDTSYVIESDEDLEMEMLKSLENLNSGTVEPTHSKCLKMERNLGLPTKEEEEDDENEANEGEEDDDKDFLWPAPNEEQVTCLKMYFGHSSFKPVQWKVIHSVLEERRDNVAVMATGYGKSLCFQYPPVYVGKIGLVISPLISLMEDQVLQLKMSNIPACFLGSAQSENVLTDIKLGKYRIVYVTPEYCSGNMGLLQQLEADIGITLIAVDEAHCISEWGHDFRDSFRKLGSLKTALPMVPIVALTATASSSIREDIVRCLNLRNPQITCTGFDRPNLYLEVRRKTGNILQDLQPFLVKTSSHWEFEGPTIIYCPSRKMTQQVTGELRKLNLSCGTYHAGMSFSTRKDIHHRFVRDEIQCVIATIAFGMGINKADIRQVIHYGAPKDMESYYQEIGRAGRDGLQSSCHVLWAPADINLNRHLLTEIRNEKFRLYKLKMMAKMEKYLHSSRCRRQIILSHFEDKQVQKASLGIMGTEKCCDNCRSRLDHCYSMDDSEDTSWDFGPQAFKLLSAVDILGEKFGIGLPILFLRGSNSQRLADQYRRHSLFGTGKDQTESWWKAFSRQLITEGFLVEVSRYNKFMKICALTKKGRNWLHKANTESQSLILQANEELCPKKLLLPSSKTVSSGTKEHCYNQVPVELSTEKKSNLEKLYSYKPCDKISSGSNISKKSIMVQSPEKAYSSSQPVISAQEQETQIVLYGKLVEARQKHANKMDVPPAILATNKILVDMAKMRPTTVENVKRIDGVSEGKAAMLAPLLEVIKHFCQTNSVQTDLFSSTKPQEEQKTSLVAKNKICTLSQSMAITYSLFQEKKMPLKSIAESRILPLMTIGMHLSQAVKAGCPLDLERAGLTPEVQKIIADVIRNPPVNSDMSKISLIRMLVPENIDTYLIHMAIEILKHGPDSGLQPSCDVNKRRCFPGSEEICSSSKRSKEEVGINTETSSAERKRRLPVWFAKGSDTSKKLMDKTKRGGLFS
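Kinetic fluorescence helicase assay: unwinding of a quenched forked DNA duplex (100 nM final) with 2 mM ATP final raises red fluorescence (525/598 nm). Compounds sat 15 min at room temperature with 20 nM WRN beforehand.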
KB-V1 cytotox: qHTS assay for MDR1-selective chemotherapeutics: Primary screen using the drug-selected MDR subline cells KB-V1. KB-V1 MDR cells viability, CellTiter-Glo, 72 h. Potency, µM (top dose mostly 46.1 µM), without a hit: top-dose activity change, negative = cytotoxicity, most hits filed as cytotoxic. hit rate 3.4% among 400,000; further: potency means the concentration at half of the fitted maximal effect; on the % scale 0 is the no-effect control and ±100 the full control effect; nearly all actives have a fitted effect of over 60% in size
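KB-V1 MDR subline cells in DMEM (phenol-red free, 10% FBS) exposed to compounds in qHTS concentration series for 72 h at 37 degrees C. Viability read by CellTiter-Glo luminescence; concentration-effect curves fitted after normalization and correction.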
IL-1B inflam inh: qHTS for Inhibitors of Inflammasome Signaling: IL-1-beta AlphaLISA Primary Screen; THP-1 LPS/ATP IL-1B secretion, AlphaLISA, 16 h; active compounds read low; activity change, % at 57.5 µM; hit rate 4.7% among 360,000; AID 743279, 2014; in the data active means activity change below about -50%; inconclusive means mostly about -30% to -49%; further: on the % scale 0 is the no-effect control and ±100 the full control effect
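Secreted IL-1B measured by AlphaLISA bead assay after 16 h compound exposure of THP-1 cells; compounds (final up to 57.5 uM) added 1 h before LPS (250 ng/mL) and ATP (1.25 mM) stimulation; lower signal means less secretion.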
ATXN2 expr inh: Primary qHTS for Inhibitors of ATXN expression | Potency, µM (doses to about 57 µM), without a hit: at the top dose activity change, negative = inhibition, hits mostly inhibitors | hit rate 0.72% among 360,000 | HEK-293 ATXN2-luciferase reporter, luminescence, 24 h; further: potency means the concentration at half of the fitted maximal effect; on the % scale 0 is the no-effect control and ±100 the full control effect; nearly all actives have a fitted effect of over 55% in size
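qHTS (up to 57 uM final) was run with 24 h compound exposure of reporter cells at 37 °C. Each well was multiplexed: SteadyGlo luminescence measured ATXN2-luciferase expression after a fluorogenic Gly-Phe-AFC viability readout (25 uM final).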
HT1080-NT tox: qHTS for induction of synthetic lethality in tumor cells producing 2HG: qHTS for the HT-1080-NT fibrosarcoma cell line; HT-1080-NT fibrosarcoma viability, CellTiter-Glo ATP luminescence, 48 h; Potency, µM (series often up to 46.1 µM), for inactives: at the top dose activity, negative = less viability, most hits filed as cytotoxic; hit rate 1.6% among 360,000; AID 686970, 2013;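 further: NT is the 2HG producing partner of a matched IDH1 knockdown line; potency means the concentration at half of the fitted maximal effect; 0% = DMSO-treated cells and -100% = media-only wells without cells; nearly all actives have a fitted effect of over 55% in size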
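Toxicity toward the 2HG-producing NT line was scored as %Activity, normalised to DMSO and no-cell wells, from CellTiter-Glo luminescence after 48 hours' treatment.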
SW480 rerep: A quantitative high throughput screen for small molecules that induce DNA re-replication in SW480 colon adenocarcinoma cells. SW480 DNA re-replication, Hoechst DNA content imaging, 48 h. Potency, µM (series often up to 46.1 µM), inactives show at the top dose re-replication activation, hits mostly activators. hit rate 1.8% among 340,000; further: potency means the concentration at half of the fitted maximal effect; % of control where 0% means no effect; nearly all actives have a fitted effect of over 55% in size
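Readout is total intensity of Hoechst-stained nuclei, excited at 405 nm and collected at 500-530 nm. Compound treatment lasted 48 hr at 37 C in 5% CO2 before staining.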
MCF10A rereplic: A quantitative high throughput screen for small molecules that induce DNA re-replication in MCF 10a normal breast cells; MCF 10A DNA re-replication, Hoechst nuclear intensity, 48 h; Potency, µM (doses to about 46.1 µM), for the others: at the highest dose activity, positive = re-replication, hits mostly activators; hit rate 2.9% among 350,000; further: potency means the concentration at half of the fitted maximal effect; % of control where 0% means no effect; nearly all actives have a fitted effect of over 50% in size
Numbers without * were called inactive; ? = inconclusive; nt = not tested or not shown; & = joins results of further samples; [ ] = another dose, or the depositor's remark. Unless noted, the call rests on the fitted dose curve; in most records, active means well fitted curve in the direction sought with a large enough effect; inconclusive means small, poorly fitted or top-dose-only effect, or another doubt; inactive means no such curve, though single readings can be large; an effect the other way counts as inactive or inconclusive.

Order of values – WRN helicase inh	HT1080 IDH1KD tx	KB-3-1 cytotox	HT1080-NT tox	IL-1B inflam inh	KB-V1 cytotox	SW480 rerep	MCF10A rereplic	ATXN2 expr inh
Cc1oc(-c2cccs2)nc1CN1CCC(CO)(CCOc2ccccc2)CC1
    17%	11%	-2%	3%	-83*	?	?	?	-19%
COc1cccc(OC)c1C(=O)NC(=S)NCc1cccnc1
    6%	9%	8%	2%	7	1%	-6%	-2%	9%
O=C(CCNS(=O)(=O)c1ccc(F)c(F)c1)NCCN1CCOCC1
    7%	6%	9%	-1%	35	0%	-3%	-2%	nt
CCC(C)(C)n1nnnc1C(C(C)C)N1CCC(C(N)=O)CC1 (stereo not drawn)
    -5%	20%	22%	17%	34	8%	1%	0%	2%
Cc1nc2sccc2c(=O)n1N
    -2%	5%	-4%	1%	8	13%	-51%[inhibitor]	-6%	1%
COc1cc(NC(=O)C2COc3ccccc3O2)c(OC)cc1Cl (stereo not drawn)
    -34%[57.1 µM]	2%	-3%	-4%	-26	?	4%	-10%	-4%
O=S(=O)(NCc1ccccc1)c1cccc2nsnc12
    -11%	0%	-7%	-3%	27	-11%	-4%	6%	0%
Cc1nc(SCC(=O)N2CCc3ccccc32)n[nH]1
    -2%	18%	7%	20%	-8	?	-2%	-1%	27%
Cc1nc2ncnn2c(C)c1CCC(=O)N1CC(C)CC(C)C1 (stereo not drawn)
    10%	3%	18%	2%	17	14%	-4%	0%	-4%
O=C(Nc1cccc(NC(=S)NC(=O)c2cccs2)c1)c1ccccc1
    -21%	?	16%	-17%	-6	6%	-4%	7%	-22%

Quoted from the listing:
Entry of `CCC(C)(C)n1nnnc1C(C(C)C)N1CCC(C(N)=O)CC1` (stereo not drawn) under ATXN2 expr inh: 2%
Entry of `COc1cccc(OC)c1C(=O)NC(=S)NCc1cccnc1` under HT1080-NT tox: 2%

(cont.)
Order of values – WRN helicase inh	HT1080 IDH1KD tx	KB-3-1 cytotox	HT1080-NT tox	IL-1B inflam inh	KB-V1 cytotox	SW480 rerep	MCF10A rereplic	ATXN2 expr inh
O=C(C1CCCCC1)N1CCc2[nH]c3ccc(F)cc3c2C1
    -3%	5%	1%	-2%	-2	29%	-7%	0%	-22%
Cc1ccc(C(=O)NCc2ccco2)cc1Br
    -29%	?	-3%	-1%	51	15%	2%	-14%	17%
O=C1N=C(N2CCOCC2)S/C1=C\c1ccc(-c2ccccc2Cl)o1
    -1%[57.1 µM]	10%	4%	15%	-17	-6%	13µM*	2.9µM*	-6%
COc1ccc(C)cc1S(=O)(=O)N(CC(=O)NCc1ccco1)c1ccc(C)cc1
    3%	-1%	-7%	8%	-10	-4%	-9%	-1%	0%
COc1ccc(C=NNC(=O)c2cc(C)oc2C)cc1O
    -2%	?	?	?	8	?	?	?	8%
O=[N+]([O-])c1ccc(OCCCCN2CCCCC2)cc1
    5%	3%	12%	4%	7	20%	1%	29%	-8%
Cc1cccc(NC(=O)c2sc(C)nc2C)c1
    8%	10%	1%	8%	-2	?	-14%	5%	26%
COc1ccc(OCC(=O)Nc2nc3ccc(NC(C)=O)cc3s2)cc1
    -28%	?	0%	-1%	14	13%	-7%	?	-7%
COC(=O)c1c(NC(C)=O)sc(C(=O)Nc2ccccc2)c1C
    0%	-6%	0%	0%	3	-24%	0%	3%	15%
Cn1c(=O)c2c(nc(NCc3ccccc3)n2C)n(C)c1=O
    -5%	3%	18%	-5%	17	?	-8%	4%	3%
COc1ccc(-c2nc3c(c(=O)c4ccccc4n3C)c(=O)n2Cc2ccccc2)cc1
    -18%	14%	29%	10%	0	?	nt	-1%	1%
COCC(=O)N(CCc1ccccc1)Cc1cc2cc(C)ccc2nc1Cl
    5%	2%	-5%	3%	-5	-12%	?	5%	-24%
COc1ccccc1C(=O)COC(=O)c1cccs1
    -11%	2%	13%	0%	2	?	-2%	2%	38%
COc1ccc(C(=O)ON=C2C=C(C)C(=O)C(C)=C2)cc1
    5%	10%	0%	8%	?	8%	?	5%	nt
COC(=O)c1ccc([C@@H]2C[C@H]3CN(Cc4cccnc4)C(=O)[C@]34CCCN24)cc1
    4%	5%	16%	9%	0	0%	-11%	1%	12%
COc1ccc(NC(=O)CSc2nc3c(sc4ccccc43)c(=O)n2CCCN2CCCC2)cc1
    5%	?	-3%	?	-19	6%	?	?	-23%
CC(C)CNC(=S)NC1CCCC1
    0%	2%	13%	27%	5	0%	-2%	0%	-7%
C[C@@H](C(=O)OCC(=O)c1ccccc1)N1C(=O)C2CCCCC2C1=O (stereo partly drawn)
    -10%	10%	8%	13%	10	17%	-7%	2%	-14%
CN(C)S(=O)(=O)c1ccc(N2CCCC2)c(C(=O)Nc2ccccc2Br)c1
    -4%	-4%	-3%	4%	-6	3%	-53%[inhibitor]	1%	28%
CCn1c(-c2ccc([N+](=O)[O-])cc2)n[nH]c1=S
    -13%	-8%	-7%	2%	0	-21%	-10%	11%	-2%

3 of the entries above in order of their number in WRN helicase inh, descending.
| compound | WRN helicase inh |
| --- | --- |
| COc1ccc(C(=O)ON=C2C=C(C)C(=O)C(C)=C2)cc1 | 5% |
| COc1ccccc1C(=O)COC(=O)c1cccs1 | -11% |
| CCn1c(-c2ccc([N+](=O)[O-])cc2)n[nH]c1=S | -13% |

(next part)
Order of values – WRN helicase inh	HT1080 IDH1KD tx	KB-3-1 cytotox	HT1080-NT tox	IL-1B inflam inh	KB-V1 cytotox	SW480 rerep	MCF10A rereplic	ATXN2 expr inh
Cc1nc2ccccc2c(C)c1C(=O)c1ccc(F)cc1
    1%	8%	8%	-1%	0	2%	-9%	3%	-11%
COCCCNC(=O)c1cc(-c2cccnc2)nc2ccc(S(=O)(=O)N3CCCCCC3)cc12
    -1%	14%	0%	1%	16	-2%	-13%	2%	-4%
CCCNC(=O)CN1C(=O)COc2ccc(S(=O)(=O)N3CCCCCC3)cc21
    -1%	9%	?	19%	-1	0%&-7%	-5%	-4%	3%&13%
Cc1ccc2cc(F)ccc2n1
    -2%	0%	12%	3%	5	-4%	nt	nt	14%
COc1ccc(C(CNC(=O)COc2ccc(Cl)c(C)c2)N2CCCCC2)cc1 (stereo not drawn)
    -4%	-14%	-7%	-16%	-16	-7%	-6%	?	nt
CCOC(=O)N1CCN(C(=O)CN(c2cccc(OC)c2)S(C)(=O)=O)CC1
    -1%	1%	-1%	2%	12	6%	3%	3%	1%
Cc1cc(O)c(C(C)C)cc1N=Cc1ccc([N+](=O)[O-])cc1
    ?	0%	nt	0%	0	nt	18µM*	18µM*	?
O=C(O)c1cc(-c2ccc(Cl)cc2)n(-c2ccc(F)cc2)n1
    -10%	1%	10%	-3%	15	16%	4%	-1%	-13%
Cc1c(C(=O)NCC2CCCO2)sc2nc(-c3ccc(F)cc3)cn12 (stereo not drawn)
    8%	-21%	0%	-3%	-27	15%	5%	-3%	0%
O=C(O)Cc1ccc(N2N=C(c3ccccc3)CC2=O)cc1
    -4%	1%	0%	4%	-13	-1%	nt	nt	7%
OCCC1CN(Cc2cccn2-c2ccccn2)CCN1Cc1ccccc1 (stereo not drawn)
    -5%	-1%	-3%	3%	5	-26%	2%	-2%	nt
CCC(=O)N1CCCc2cc(S(=O)(=O)NCc3cccs3)ccc21
    9%	-18%	-1%	-7%	9	-9%	-3%	2%	-4%
COc1ccc2[nH]cc(C(=O)CN3CCCC(C)C3)c2c1 (stereo not drawn)
    0%	0%	-3%	4%	4	13%	1%	-4%	1%
COc1ccc(/C=N/n2c(-c3cc(C)[nH]n3)n[nH]c2=S)cc1
    ?	12%	0%	12%	13	4%	-5%	6%	-14%
CNS(=O)(=O)c1c(C)cc(C)c(N(C)S(=O)(=O)c2ccccc2)c1C
    6%	-4%	-4%	-1%	-4	0%	6%	-13%	6%
COc1ccccc1CN1CC(C(=O)NCCN2CCOC2=O)CCC1=O (stereo not drawn)
    -16%	6%	nt	0%	10	nt	-5%	3%	5%
Cc1cc(C)nc(NC(=O)Nc2ccc(F)cc2F)n1
    2%	?	14%	29%	-24	16%	-7%	2%	18%
CN(C)c1nc(SCC(=O)Nc2ccc(Cl)c(Cl)c2)nc(N2CCOCC2)n1
    -3%[57.1 µM]	-18%	-7%	-12%	-9	?	18%	3%	-13%
CCCC(=O)NCCc1nc2cc([N+](=O)[O-])ccc2n1C
    9%	8%	4%	-9%	6	2%	-2%	9%	nt
COc1c(O)ccc(/C=N\NC(=O)c2ccc3c(c2)OCO3)c1[N+](=O)[O-]
    3%	-1%	1%	-1%	1	28%	-7%	-6%	nt
Cc1nn(-c2ccccc2)c2[nH]c(=O)cc(C(F)(F)F)c12
    -5%[57.1 µM]	-23%	1%	?	28	8%	-42%[inhibitor]	?	-18%
Cc1ccc(N(CC(=O)NC2CCCC2)C(=O)CCC(=O)Nc2ccccn2)cc1C
    1%	8%	6%	11%	-2	-5%	-64%[inhibitor]	-7%	2%
COc1ccc(CCNC(=O)C2CCCN(S(=O)(=O)c3cccc4nonc34)C2)cc1OC (stereo not drawn)
    -3%	1%	1%	1%	-1	-25%	12%	-6%	-7%
C=C(C)COc1ccc2c(C)c(CCC(=O)N3C[C@H]4C[C@@H](C3)c3cccc(=O)n3C4)c(=O)oc2c1
    8%	-11%	0%	1%	6	0%	-2%	-7%	-8%
Cc1nn(C)c(C(=O)Nc2ccn(Cc3ccccc3F)n2)c1[N+](=O)[O-]
    6%	8%	3%	5%	7	26µM*	-1%	6%	-4%

Compounds as they come; 12% or so of the library scored in one or more.
